ERp5 block = blocks human ERp5 reductase activity on insulin. Q15084. AID 651711. actives 0.05% (n = 350,000). inhibition, % at 9.99 µM. ERp5 insulin aggregation, absorbance 650 nm, 90 min;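 active = mean replicate inhibition above about 25%, with every replicate also reaching it, limit read from the data, passing the limit was not always enough; inconclusive = only one of those two criteria met; inactive = neither criterion met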
Target sequence (Q15084 whole entry, looked up): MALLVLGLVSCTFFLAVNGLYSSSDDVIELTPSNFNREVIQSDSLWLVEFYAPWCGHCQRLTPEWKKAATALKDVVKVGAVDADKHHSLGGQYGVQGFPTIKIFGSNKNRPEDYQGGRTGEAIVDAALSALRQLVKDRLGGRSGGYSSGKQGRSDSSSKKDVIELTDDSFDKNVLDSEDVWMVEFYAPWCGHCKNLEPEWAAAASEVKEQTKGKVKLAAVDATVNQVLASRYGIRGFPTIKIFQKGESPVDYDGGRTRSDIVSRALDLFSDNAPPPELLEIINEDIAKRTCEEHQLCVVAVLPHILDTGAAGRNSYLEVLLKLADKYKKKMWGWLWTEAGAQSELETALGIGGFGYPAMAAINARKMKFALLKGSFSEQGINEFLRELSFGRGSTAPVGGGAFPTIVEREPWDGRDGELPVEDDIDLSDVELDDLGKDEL
miR122 inh = blocks miR-122 activity in Huh7 sensor cells; activation (reporter increase), % at 12.5 µM; Huh7 miR-122 Renilla luciferase sensor, 48 h; neutral wells = 0, positive control = 100; actives 0.3% (n = 340,000); AID 602342;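 active = mean replicate activation score at least 90 and every replicate individually at or above 90; inconclusive = only one of the two criteria met; inactive = neither criterion met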;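 note: higher luciferase means less miR-122 activity so hits act as miR-122 inhibitors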
SIRT5 block = sirtuin-5 (human) deacylase inhibition. Purified SirT5, succinyl-peptide AMC, trypsin-coupled fluorescence. inhibition, % at 15 µM. AID 652115. actives 1.1% (n = 330,000). Q9NXA8; in the data active = inhibition above about 15%; inconclusive = no clear call, values can overlap the other calls
Target sequence (Q9NXA8 whole entry, looked up): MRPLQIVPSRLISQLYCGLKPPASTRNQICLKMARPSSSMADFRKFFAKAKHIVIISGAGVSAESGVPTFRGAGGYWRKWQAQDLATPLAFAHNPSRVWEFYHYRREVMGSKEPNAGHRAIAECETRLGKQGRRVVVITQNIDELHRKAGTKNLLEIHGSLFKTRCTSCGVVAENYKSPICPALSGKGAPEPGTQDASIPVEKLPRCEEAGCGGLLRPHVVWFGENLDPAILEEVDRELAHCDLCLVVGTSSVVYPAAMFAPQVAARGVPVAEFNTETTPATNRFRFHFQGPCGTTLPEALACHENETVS
ERAP1 inh = inhibitors of human ERAP1 aminopeptidase; Q9NZ08; recombinant ERAP1, Leu-AMC fluorescence, 60 min; inhibition, % at 10.7 µM; actives 0.15% (n = 340,000);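 active = mean replicate inhibition of at least 30%, or all replicates individually reaching that 30% level; inactive = mean below 30% and not every replicate reaching it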;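 note: 0% = neutral control wells and 100% = L-leucinethiol positive control wells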
F508del corr = CFTR F508del correction in bronchial cells. CFBE cells, YFP halide quenching; stimulated with forskolin plus potentiator P3; % fluorescence drop versus neutral controls. activity (quench increase), % at 7.58 µM. AID 720511. actives 0.36% (n = 350,000);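 active = mean added fluorescence quench of at least 8% versus neutral control, with both replicates also reaching 8%; inconclusive = only one of the mean or replicate conditions met; inactive = mean below 8% and not both replicates reaching 8%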;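 note: cells transiently co-express mutant CFTR-F508del with the halide-sensitive YFP; corrector assay measuring rescue of mutant channel to the surface after 24 h compound exposure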
DENV2 CPE = protects cells from dengue virus 2 cytopathic effect; DENV2-infected cells, cytopathic effect rescue, plate reader; CPE inhibition, % at 9.99 µM; actives 1.7% (n = 350,000); AID 651640; in the data active = CPE inhibition above about 20%, passing the limit was not always enough; inconclusive = no clear call, values can overlap the other calls; tested in BHK-21 cells;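 note: 0% = median of neutral control wells and 100% = median of positive control wells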
CASP6 VEID inh = caspase-6 (human) enzyme inhibition | P55212 | purified caspase-6, Z-VEID-R110 cleavage fluorescence | inhibition, % at 12.5 µM | actives 0.53% (n = 350,000);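 active = mean inhibition across replicates at least about 35%, with every replicate also reaching that limit, limit read from the data; inconclusive = only one of the two criteria met; inactive = neither criterion met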;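 note: 0% = median of neutral control wells and 100% = no fluorescence left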
Target sequence (P55212 24-179 limits assumed): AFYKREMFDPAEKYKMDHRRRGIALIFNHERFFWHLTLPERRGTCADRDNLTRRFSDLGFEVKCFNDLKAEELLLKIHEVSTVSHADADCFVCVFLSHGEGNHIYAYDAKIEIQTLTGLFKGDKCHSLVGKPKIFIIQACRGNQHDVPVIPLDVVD
Target sequence (P55212 194-293 limits assumed): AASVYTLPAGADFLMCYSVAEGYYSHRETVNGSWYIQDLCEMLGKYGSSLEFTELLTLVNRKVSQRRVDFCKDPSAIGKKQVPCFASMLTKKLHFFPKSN
Active calls of the source: *; ? = inconclusive; · = no result given; & = joins results of further samples; [ ] = dose if it differs, or a comment.

A first look:
1) COc1ccc(NS(=O)(=O)c2ccc(-c3n[nH]c(=S)n3Cc3ccccc3)cc2)cc1
2) COC(=O)C1=C(N)Oc2cc(C)[nH]c(=O)c2C1c1ccc(Cl)cc1 (stereo not drawn)
3) Cc1ccc(S(=O)(=O)NC2c3cccc4cccc(c34)C2Sc2n[nH]c(N)n2)cc1 (stereo not drawn)

entry no. | 1 | 2 | 3
ERp5 block | 0 | -1 | -3
miR122 inh | 15 | · | ·
SIRT5 block | 0 | -5 | 2
ERAP1 inh | 0 | · | -3
F508del corr | 1.7 | -1.3 | ·
DENV2 CPE | 10 | ? | 0
CASP6 VEID inh | 6 | 1 | -1

All compounds of this part, from the first entry:
1) COc1ccc(NS(=O)(=O)c2ccc(-c3n[nH]c(=S)n3Cc3ccccc3)cc2)cc1
2) COC(=O)C1=C(N)Oc2cc(C)[nH]c(=O)c2C1c1ccc(Cl)cc1 (stereo not drawn)
3) Cc1ccc(S(=O)(=O)NC2c3cccc4cccc(c34)C2Sc2n[nH]c(N)n2)cc1 (stereo not drawn)
4) C[C@H]1CN([C@@H](C)CO)C(=O)Cc2cc(NC(=O)Nc3ccccc3)ccc2O[C@@H]1CN(C)C(=O)Nc1ccc(F)cc1
5) O=S1(=O)CCOC[C@H](Cc2ccccc2)N1Cc1cccc(Cl)c1
6) COc1ccc(S(=O)(=O)N(C)C[C@@H]2OCCCC[C@@H](C)Oc3ccc(NC(=O)CCC(F)(F)F)cc3C(=O)N([C@H](C)CO)C[C@H]2C)cc1

entry no. | 1 | 2 | 3 | 4 | 5 | 6
ERp5 block | 0 | -1 | -3 | -3 | 0 | 0
miR122 inh | 15 | · | · | 2[16.7 µM] | -2 | 3[16.7 µM]
SIRT5 block | 0 | -5 | 2 | -1 | -4 | 2
ERAP1 inh | 0 | · | -3 | 3 | -1 | -1
F508del corr | 1.7 | -1.3 | · | 3.1 | -4.1 | -6.1
DENV2 CPE | 10 | ? | 0 | -5 | 14 | -9
CASP6 VEID inh | 6 | 1 | -1 | 10 | 1 | 0

7) Clc1cccc(Cl)c1C[n+]1cccc2ccccc21
8) C[C@H]1CN([C@@H](C)CO)S(=O)(=O)c2ccc(C#CC(C)(C)O)cc2O[C@@H]1CN(C)Cc1ccc(F)cc1
9) Cn1cnc(S(=O)(=O)N[C@H]2CC[C@@H](CC(=O)Nc3ccc(-c4ccccc4)cc3)O[C@H]2CO)c1
10) Cc1cc(Cl)ccc1C(=O)C1CCCN(C(=O)c2cscn2)C1 (stereo not drawn)
11) Clc1nc(-c2ccccc2)cc(-c2ccc(Br)cc2)n1
12) C#CCOCCOCCOCCNc1nc(N2CCN(C(=O)Cn3cc(CC(C)O)nn3)CC2)nc(N2CCN(C(=O)Cn3cc(CC(C)O)nn3)CC2)n1 (stereo not drawn)

entry no. | 7 | 8 | 9 | 10 | 11 | 12
ERp5 block | 4 | 3 | 0 | -2 | 2 | -4
miR122 inh | 0 | 82[16.7 µM] | · | -2 | 21 | 2
SIRT5 block | -4 | 16* | 0 | 6 | 0 | -2
ERAP1 inh | 0 | 4 | 1 | 9 | 3 | 13
F508del corr | -0.8 | -1.5 | -1.1 | -0.7 | 0.2 | 3.3
DENV2 CPE | 2 | 0 | ? | -4 | -7 | -6
CASP6 VEID inh | -3 | 2 | 1 | 3 | 2 | 7

13) COc1ccc(Cc2c(C)nc(N)nc2Cl)cc1
14) CC(Oc1cc2oc(=O)c3c(c2cc1Cl)CCCC3)C(=O)NCCN1CCOCC1 (stereo not drawn)
15) O=C(COC(=O)c1cc[n+]([O-])cc1)Nc1cccc(Br)c1
16) Cc1ccc2nc(C3CCCCC3)c(Cc3cccc(F)c3)n2c1
17) CCOc1ccc(N2C(=O)CC(NCCNc3ccc([N+](=O)[O-])cn3)C2=O)cc1 (stereo not drawn)
18) COc1ccc(C(=O)NCCS(=O)(=O)N(C)C2CCCCC2)cc1

entry no. | 13 | 14 | 15 | 16 | 17 | 18
ERp5 block | -2 | 0 | 3 | 2 | 4 | 1
miR122 inh | · | -6 | 3 | 7 | · | -9
SIRT5 block | -5 | -3 | 0 | -8 | 0 | -3
ERAP1 inh | 12 | 1 | 4 | -1 | -1 | -2
F508del corr | · | -1.9 | -5.1 | -0.7 | · | -4.8
DENV2 CPE | -6 | 4 | -3 | 0 | -7 | -1
CASP6 VEID inh | -1 | 1 | 0 | 3 | 2 | -5

19) COC(C(=O)N/N=C(\C)c1ccc(O)cc1)c1ccccc1 (stereo not drawn)
20) CO[C@H]1CN(C)C(=O)c2cc(NS(=O)(=O)c3cn(C)cn3)ccc2OC[C@@H](C)N(Cc2cccc(F)c2)C[C@H]1C
21) COCc1ccc(-c2c(-c3cccc(OC)c3)sc3ccc(OC)cc23)cc1
22) C[C@@H]1CN([C@@H](C)CO)C(=O)Cc2cc(NC(=O)Nc3ccc(C(F)(F)F)cc3)ccc2O[C@H]1CN(C)C(=O)Nc1ccc(C(F)(F)F)cc1
23) CC=Cc1ccc2n(c1=O)C[C@@H]1[C@@H](CO)[C@H](C(=O)NC3CCCC3)N(C(=O)C3CCC3)[C@H]21 (mixture of isomers)
24) COc1ccccc1NC(=O)NCC(=O)Nc1c(C)cccc1C

entry no. | 19 | 20 | 21 | 22 | 23 | 24
ERp5 block | 0 | -1 | -5 | -5 | 7 | -1
miR122 inh | 1 | · | -8 | 10[16.7 µM] | · | ·
SIRT5 block | -1 | · | 1 | 3 | -10 | ·
ERAP1 inh | 0 | 0 | 5 | -4 | 1 | 6
F508del corr | 0.1 | 0.3 | 1.2 | 0.3 | 1.0 | -1.0
DENV2 CPE | -1 | -4 | -4 | 53* | -2 | -6
CASP6 VEID inh | 1 | -3 | 0 | 1 | -1 | -2

25) CCN(C(=O)COC(=O)c1c2c(nc3ccccc13)CCC2)c1c(N)n(Cc2ccccc2)c(=O)[nH]c1=O
26) O=C(OC(C(=O)NCc1ccccc1)c1ccco1)c1ccccc1 (stereo not drawn)
27) O=C1CNC[C@@H]2[C@H](c3ccc(-c4ccccc4F)cc3)[C@@H](CO)N12
28) Cc1ccc(S(=O)(=O)N2CCC(C(=O)C3C(=O)CCCC3=O)CC2)cc1
29) CCOc1ncccc1C(=O)Nc1ccc2nc(C)sc2c1
30) C/C=C/C(=O)N1CC2(CC(c3cccc(NC(=O)CC)c3)=NO2)C[C@H]1C(N)=O (stereo partly drawn)

entry no. | 25 | 26 | 27 | 28 | 29 | 30
ERp5 block | -6 | 2 | -6 | -3 | 1 | 2
miR122 inh | 2 | · | · | · | 6 | -5
SIRT5 block | 5 | -1 | 0 | -2 | 1 | ·
ERAP1 inh | 0 | -1 | 1 | -2 | -5 | -2
F508del corr | 0.5 | 0.2 | -1.5 | 0.2 | 2.2 | -1.4
DENV2 CPE | 0 | 38* | 7 | 4 | 3 | -12
CASP6 VEID inh | 8 | -2 | -2 | -3 | -2 | ·

31) CN(C)S(=O)(=O)N1CCC(Oc2ccc(C(=O)N3C[C@@H]4CCC[C@H]3C4)cc2)CC1
32) CSc1ccc(NC(=O)CSc2nc3[nH]c(=O)cc(O)c3s2)cc1
33) CCC1Oc2ccc(C)cc2N(CC(=O)NCCCN2CCOCC2)C1=O (stereo not drawn)
34) O=C(N/N=C/c1ccccn1)c1cccc(S(=O)(=O)Nc2ccccc2Cl)c1
35) Cc1ccc(CN2CC(C(=O)N3CCN(S(=O)(=O)c4ccc(C)cc4C)CC3)CC2=O)cc1 (stereo not drawn)
36) Cc1ccc(S(=O)(=O)N(C)C)cc1NC(=O)COC(=O)/C=C/c1ccc2c(c1)OCO2

entry no. | 31 | 32 | 33 | 34 | 35 | 36
ERp5 block | -14 | 4 | 1 | -10 | -1 | 3
miR122 inh | -1 | -11 | -1 | · | -8 | 1
SIRT5 block | 1 | 5 | -2 | 3 | -4 | -5
ERAP1 inh | -1 | 4 | -5 | 0 | 2 | 3
F508del corr | -1.9 | 2.7 | -0.3 | -2.1 | -2.0 | 1.6
DENV2 CPE | -2 | 3 | ? | -6 | 11 | 0
CASP6 VEID inh | 0 | 1 | -1 | 2 | -160 | -3

37) COC(=O)c1c(-c2cccs2)csc1NC(=O)CSc1ncnc2sc(C)c(C)c12
38) CCNS(=O)(=O)c1ccc(CCC(=O)NCc2ccccc2)cc1
39) COC(CSc1ncnc2c1oc1nc3c(cc12)COC(C)(C)C3)OC
40) Cc1ccccc1Oc1cc(-n2ncc(Cl)c(Cl)c2=O)ncn1
41) C[C@@H]1CN([C@@H](C)CO)C(=O)c2cc(NC(=O)NC3CCCCC3)ccc2O[C@@H]1CN(C)S(=O)(=O)c1ccc(F)cc1
42) CC(=O)N[C@@H]1C[C@@H]2O[C@H](CO)CC[C@@H]2O[C@@H]1CCc1ccc(C#CC2(O)CCCC2)cc1

entry no. | 37 | 38 | 39 | 40 | 41 | 42
ERp5 block | 7 | -5 | 3 | -4 | -5 | 19
miR122 inh | -14 | -5 | · | -20 | 28[16.7 µM] | ·
SIRT5 block | -2 | -1 | 0 | 2 | 5 | 0
ERAP1 inh | 6 | -5 | · | 2 | 1 | ·
F508del corr | · | -1.4 | 3.1 | · | -8.3 | -1.4
DENV2 CPE | · | -2 | 4 | 0 | -5 | 21*
CASP6 VEID inh | -1 | -3 | -2 | 0 | -1 | ·

43) C[C@H]1CN([C@@H](C)CO)C(=O)CCCn2nncc2CO[C@H]1CN(C)S(=O)(=O)c1ccc(Cl)cc1
44) CCn1c(Cc2ccccc2)nnc1SCc1ccc([N+](=O)[O-])cc1
45) Cc1ccnc2nc(C(=O)OCC(=O)NC(=O)NCc3ccco3)nn12
46) CCS(=O)(=O)c1nc(S(=O)(=O)c2ccc(Cl)cc2)c(NCCCN2CCCC2=O)s1
47) COc1cccc(/C=C/C(=O)N2CCN(c3n[nH]c(=O)[nH]c3=O)CC2)c1OC
48) O=C(O)c1ccc(Cl)c(NC(=O)C2CCN(S(=O)(=O)c3ccc4c(c3)OCCO4)CC2)c1

entry no. | 43 | 44 | 45 | 46 | 47 | 48
ERp5 block | 5&-4&-5 | 0 | 1 | -1 | 1 | -11
miR122 inh | -6 | 1 | · | 5 | 0 | -11
SIRT5 block | -3&-2&-9 | 0 | -1 | 3 | -1 | ·
ERAP1 inh | 6&0&3 | 10 | 0 | 1 | 1 | -13
F508del corr | 4.6&3.6&2.0 | · | 3.8 | 3.1 | 0.2 | -4.9
DENV2 CPE | -1&-9&4 | 3 | 9 | 4 | 5 | 0
CASP6 VEID inh | 0&-2&-1 | 1 | · | 28 | -1 | 2

49) Nn1c(SCC(=O)Nc2nccs2)nnc1-c1cccnc1
50) COc1ccc2c3c([nH]c2c1)[C@@H](CO)NCC31CCN(C(=O)C2CCCC2)CC1
51) CCc1cccc(CC)c1NC(=O)c1ccccc1
52) CCCCOc1ccc(N=Nc2ccc(N)nc2N)cn1
53) Cc1ncc(C[n+]2csc(C)c2C)c(N)n1
54) CCNS(=O)(=O)c1ccc(C(=O)OCC(=O)N2CCCc3ccccc32)cc1

entry no. | 49 | 50 | 51 | 52 | 53 | 54
ERp5 block | 8 | -3 | 2 | 0 | -3 | 2
miR122 inh | -5 | · | · | · | · | -2
SIRT5 block | 3 | 8 | -1 | -1 | · | 1
ERAP1 inh | 2 | -2 | 0 | -1 | -1 | -1
F508del corr | 3.4 | 4.9 | 2.2 | 0.0 | 2.1 | -1.7
DENV2 CPE | -8 | 78* | 7 | -5 | 2 | -8
CASP6 VEID inh | 3 | -4 | -1 | -5 | -7 | -1

55) COc1ccc(NC(=O)CCCn2cnc3ccccc3c2=O)c(OC)c1
56) CCOc1cc(N2CCOCC2)c(OCC)cc1NC(=O)COC(=O)CCOc1ccc(C(C)(C)C)cc1
57) O=C(CCSCCC(=O)NN=Cc1ccccc1)NN=Cc1ccccc1
58) COc1ccc(N2CCN(C(=O)C(=O)c3cn(CC(=O)N4CCOCC4)c4ccccc34)CC2)cc1
59) COCCn1c(Cc2ccccc2)nnc1SC(C)C(=O)NC1CC1 (stereo not drawn)

entry no. | 55 | 56 | 57 | 58 | 59
ERp5 block | 1 | 12 | 3 | 2 | -8
miR122 inh | -5 | -2 | -3 | 2 | ·
SIRT5 block | 0 | -4 | · | 3 | 0
ERAP1 inh | -2 | -2 | -4 | 4 | 6
F508del corr | -3.1 | 0.9 | -0.8 | -4.8 | 0.9
DENV2 CPE | 0 | -10 | -7 | 5 | 1
CASP6 VEID inh | 4 | 6 | 0 | -1 | -3

High-throughput results: PubChem, Broad Institute
